Screens: PubChem BioAssay, several laboratories
IEC-6 cytotox = counter-screen for KLF5 inhibitors: cytotoxicity in IEC-6 cells; IEC-6 cytotoxicity, luminescence viability; inhibition, % at 5 µM; actives 0.78% (n = 290,000); AID 1825; in the data active = inhibition above about 22%;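 also: 0% = plate median of test compound wells and 100% = cytotoxic reference compound wells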
HSF-1 act = increases HSF-1 driven luciferase reporter signal; NIH3T3-HGL HSF-1 luciferase reporter, MG132, 8 h; 100% = twice DMSO control signal; activation, % at 9 µM; actives 1.7% (n = 300,000); AID 504408;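 active = mean replicate activation of at least 50% with a set share of replicates each reaching 50%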;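 also: 0% = median of the neutral control wells and 100% = twice that signal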
AI-2 QS mod = modulates the Vibrio harveyi AI-2 quorum sensing system | AID 2094 | Vibrio harveyi JMH597 AI-2 luminescence/OD600 ratio, 9 h; hits give low values; strain lacks LuxN and CqsS sensors; 0 = neutral-control median | activity change, % at 7.5 µM | actives 0.4% (n = 300,000); in the data active = activity change below about -75%, passing the limit was not always enough;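 also: luminescence divided by OD600 gain over 9 h not by final OD600 alone; inactives centre near 13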
GSK3beta inhib = human GSK3beta kinase inhibition; P49841; GST-GSK3beta kinase, ADP-Glo luminescence, 60 min; hits give low values; activity score (negative = inhibition), % at 10 µM; actives 0.038% (n = 300,000); AID 2097;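 active = more than half of replicate wells score below -50%, meaning over 50% inhibition versus plate controls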;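 also: 0% = median DMSO wells and -100% = median GW8510 positive control wells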
Target sequence (P49841 whole entry, looked up): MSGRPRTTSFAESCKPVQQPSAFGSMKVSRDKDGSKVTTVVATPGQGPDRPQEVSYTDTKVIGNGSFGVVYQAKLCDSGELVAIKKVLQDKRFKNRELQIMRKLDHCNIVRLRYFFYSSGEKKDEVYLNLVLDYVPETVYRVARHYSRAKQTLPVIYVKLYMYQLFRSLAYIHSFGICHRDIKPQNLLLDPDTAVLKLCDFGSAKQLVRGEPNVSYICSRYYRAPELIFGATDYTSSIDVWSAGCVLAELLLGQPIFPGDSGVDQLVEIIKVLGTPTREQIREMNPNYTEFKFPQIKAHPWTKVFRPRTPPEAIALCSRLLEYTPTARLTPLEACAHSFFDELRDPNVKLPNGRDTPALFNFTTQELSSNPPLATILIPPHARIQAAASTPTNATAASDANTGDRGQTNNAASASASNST
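Test system: GST-fused GSK3beta enzyme, cell-free | Quantity: 1.6 ng GST-GSK3beta enzyme per well | Reagent: 25 µM ATP with peptide substrate | Schedule: 60 min enzyme reaction, room temperature | Signal: Luminescent ADP-Glo measurement of ADP formed | Read-out basis: Score relative to plate controls | Control set: DMSO and 20 µM GW8510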
aSyn UTR inh = MLPCN primary screen, SNCA 5' untranslated region; alpha-synuclein 5'UTR reporter, inhibitor activity; inhibition, % (tested at 7.5 µM); actives 0.82% (n = 300,000); AID 1813; in the data active = inhibition above about 60%;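 also: H4 neuroglioblastoma cells stably carrying SNCA 5'UTR luciferase fusion; 0% = DMSO wells and 100% = positive control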
HSF1 inh = HSF1 inhibition; actives 0.77% (n = 300,000); activity change, negative = inhibition, % at 7.5 µM (by protocol); NIH3T3-HGL HSE-luciferase, MG132-induced, luminescence 8 h; hits give low values;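 active = more than half of replicate wells show activity change below -50%, luminescence cut by over half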;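 also: luciferase reports HSF-1 transcriptional activity via heat shock element; 0% = median of DMSO wells and -100% = zero luminescence signal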
PolyA inh = inhibitors of polyadenylation in S. cerevisiae; S. cerevisiae SKY197-pL101 polyadenylation reporter, beta-gal luminescence; efflux-impaired pdr1/pdr3 knockout yeast; score 100 = 6 SD above DMSO; calls only at 12 µM; actives 0.02% (n = 300,000);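 active = lowest replicate activity score at least 50, where 100 means six control SD above control mean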;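 also: yeast exposed to compound for 9 h at 30 °C; higher score means more reporter readthrough which indicates perturbed polyadenylation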
KLF5 inh = inhibitors of KLF5 expression; inhibition, % at 5 µM; DLD-1 KLF5 promoter-luciferase reporter, luminescence; actives 0.23% (n = 290,000);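 active = inhibition above a per-plate limit of that plate's mean compound inhibition plus 3 SD, cut at about 60% in these data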;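 also: 0% = DMSO wells and 100% = LY294002 at 200 µM; higher means less KLF5 promoter-driven luciferase light; inactives centre near -14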
HSP90 refold inh = HSP90 refolding inhibition in rabbit reticulocyte lysate | inhibition, % at 5.6 µM | AID 1789 | actives 0.91% (n = 290,000) | luciferase refolding luminescence, 3 h;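 active = inhibition above the screen-wide mean plus 3 SD, computed separately per campaign, cut at about 16% in these data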;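 also: 0% = DMSO wells and 100% = 60 µM geldanamycin wells; inhibitors lower the luminescence because luciferase stays unfolded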
GSK3 alpha inh = inhibitors of human GSK-3 alpha kinase; P49840; ADP-Glo luminescence, 60 min; inhibition, % at 10 µM; actives 0.1% (n = 320,000); AID 2650;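 in the data active = inhibition above about 50%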;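 also: GST-tagged GSK-3 alpha with peptide substrate and 25 µM ATP; 0% = DMSO neutral wells and 100% = GW8510 positive control wells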
Target sequence (P49840 whole entry, looked up): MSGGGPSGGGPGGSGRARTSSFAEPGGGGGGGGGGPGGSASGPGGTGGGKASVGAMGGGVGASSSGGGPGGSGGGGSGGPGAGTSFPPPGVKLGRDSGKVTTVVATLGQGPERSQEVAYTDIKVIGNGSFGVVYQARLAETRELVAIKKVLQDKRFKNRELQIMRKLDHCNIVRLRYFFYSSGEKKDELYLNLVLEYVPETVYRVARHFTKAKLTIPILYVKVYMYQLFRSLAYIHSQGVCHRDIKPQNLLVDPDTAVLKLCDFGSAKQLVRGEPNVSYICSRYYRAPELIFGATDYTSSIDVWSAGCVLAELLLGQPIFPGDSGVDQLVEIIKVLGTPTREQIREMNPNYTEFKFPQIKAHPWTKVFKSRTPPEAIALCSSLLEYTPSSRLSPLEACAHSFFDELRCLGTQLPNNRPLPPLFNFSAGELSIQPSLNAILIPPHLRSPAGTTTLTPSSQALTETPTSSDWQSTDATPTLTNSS
* hit, by the source's call; i = inactive; . = no result given. The list is partial. The share of hits here may be higher or lower than overall.

SMILES	IEC-6 cytotox	HSF-1 act	AI-2 QS mod	GSK3beta inhib	aSyn UTR inh	HSF1 inh	PolyA inh	KLF5 inh	HSP90 refold inh	GSK3 alpha inh
Fc1ccc(N=c2ssnc2Cl)c(F)c1	8	2	11	-2	-15	-6	i	-19	1	2
CC(O)C(NS(=O)(=O)c1ccc(Cl)cc1)C(=O)OCC(=O)N1CCN(c2ccccc2)CC1 (stereo unspecified)	-5	-4	18	2	27	-6	i	3	0	4
CC(=O)N1CCn2c3ccc(C)cc3c3cccc1c32	2	65*	20	2	-83	36	i	-38	-2	1
CC1=CC(=O)c2c(O)ccc(O)c2C1=O	-16	.	.	.	.	.	.	6	0	-1
COc1ccc(N2CCN(C(=O)Cn3cnc4c(cnn4-c4ccccc4)c3=O)CC2)cc1	0	-5	13	-1	24	-9	i	-63	-3	-1
Cc1[nH]c(=O)[nH]c(=S)c1C(=O)Nc1ccc(Cl)c(Cl)c1	.	6	-2	0	-3	-1	i	.	.	-2
CNC(=S)N/N=C/c1cc(Br)cc(Br)c1O	10	16	11	2	4	8	i	-6	3	-2
O=S(=O)(Cc1ccccc1)NCC1CCCN(Cc2ccc(F)c(F)c2)C1 (stereo unspecified)	-1	6	27	5	3	3	i	4	5	-3
COc1ccc(-c2cn3cc(C(F)(F)F)cc(Cl)c3n2)cc1	14	17	26	2	-197	9	i	-89	-4	-5
CCOC(=O)C(C)On1c(-c2ccc(Cl)cc2)nc2ccc([N+](=O)[O-])cc21 (stereo unspecified)	2	44	26	2	-176	37	i	-126	1	1
CC(OC(=O)CCN=C1NS(=O)(=O)c2ccccc21)C(=O)Nc1ccc(F)c(F)c1F (stereo unspecified)	.	-2	4	-3	-1	-2	i	.	.	-1
COc1ccc(C)cc1NC(=O)CN1CCCN(S(=O)(=O)c2ccc(Br)cc2)CC1	-3	19	42	2	9	8	i	-32	-1	-3
O=C(NC1=NCCS1)c1ccc(Cl)c(S(=O)(=O)N2CCOCC2)c1	4	-1	15	2	-4	-7	i	-10	1	-1
O=C(Nc1ccccc1C(=O)N1CCOCC1)C1CCC(=O)N1C1CCCC1 (stereo unspecified)	0	15	20	2	1	-8	i	-14	1	-3
C/C(CC(=O)Nc1cccc(Cl)c1Cl)=N\NC(=O)C(=O)N1CCCC1	-2	23	9	2	10	12	i	-18	-2	5
COCCN(C(=O)COC(=O)c1ccccc1Oc1ccccc1)c1c(N)n(Cc2ccccc2)c(=O)[nH]c1=O	-3	-11	3	-4	1	-3	i	-30	-1	-1
Cc1c2cnn(CC(=O)NCCCN3CCCCC3C)c(=O)c2c(C)n1Cc1ccccc1 (stereo unspecified)	-2	-10	12	-3	-1	-2	i	-40	-1	-1
Cc1cccc(-n2ccnc2SCC(=O)O)c1C	-4	6	-12	2	14	2	i	-36	-1	-5
CCN(C(=O)CCNC(=O)Cn1cnc2ccccc2c1=O)c1cccc(Cl)c1	7	37	17	0	18	3	i	-36	-2	-4
COc1ccc(NC(=O)CSc2nc3c(c(=O)n2-c2ccc(C)cc2)SCC3)c(OC)c1	2	13	20	0	21	10	i	-48	-1	-1
Cc1cc(Nc2ccc(C(=O)N3CCCCC3)cc2)c2cccc(C)c2n1	0	-18	8	-5	1	1	i	-28	-1	0
COc1ccc2nc(SCC(=O)N3CCN(c4ccc(F)cc4)CC3)c(C#N)cc2c1	-10	24	-1	1	-19	21	i	-18	-4	-2
Cc1ccccc1OCC(=O)NC1CCCCCCC1	-4	13	14	0	-65	4	i	-36	1	2
O=C(NC(=S)Nc1ccccc1N1CCOCC1)c1sc2ccccc2c1Cl	-4	-6	15	-6	5	-12	i	1	-5	.
COC(=O)c1c(NC(C)=O)sc2c1CCCCC2	1	-1	-2	2	14	4	i	-15	-1	-1
Next part
SMILES	IEC-6 cytotox	HSF-1 act	AI-2 QS mod	GSK3beta inhib	aSyn UTR inh	HSF1 inh	PolyA inh	KLF5 inh	HSP90 refold inh	GSK3 alpha inh
CCN(CC)S(=O)(=O)c1ccc2[nH]cc(C(=O)NCCCN3CCCCC3C)c(=O)c2c1 (stereo unspecified)	-1	13	8	-6	4	-10	i	-5	3	3
CC(=O)Nc1ccc(Cl)cc1C(=O)O	-3	-13	30	-1	-3	-13	i	-10	-1	1
CCc1nnc(NS(=O)(=O)c2ccc(N/C=C\C(=O)c3cccc4ccccc34)cc2)s1	2	6	-17	3	31	8	i	16	2	-1
O=C1C2ON(c3ccc(Br)cc3)C(c3cccnc3)C2C(=O)N1C1CCCCC1 (stereo unspecified)	-3	9	20	4	1	-2	i	-12	-4	1
Cc1ccc(C(=O)NNC(=O)c2ccc3ccccc3c2O)cc1	7	-19	19	4	-3	-10	i	6	-4	-3
CC(C)N1CCN(Cc2cnc(-c3ccccc3)s2)CC1CCO (stereo unspecified)	2	-3	-1	1	12	-12	i	2	-1	-4
Clc1ccc(CN2CCN(c3ncccn3)CC2)cc1Cl	6	3	.	.	6	6	i	-20	0	-2
CCCCSc1nc2sc3c(c2c(=O)n1-c1ccc(OC)cc1)CCN(C)C3	-6	-15	17	-1	25	-4	i	-18	3	.
O=C(CSc1nc2nc(-c3cccs3)cc(C(F)(F)F)c2c(=O)[nH]1)C(F)(F)F	5	-12	16	-1	-59	-8	i	-1	0	8
C[C@H](NC(=O)NCc1ccc(F)cc1)C(=O)O	-1	1	13	-1	13	-11	i	-6	0	5
COCCCNC(=O)C1Cc2cc(S(=O)(=O)N3CCCC3)ccc2N1C(C)=O (stereo unspecified)	0	22	9	1	15	10	i	-9	2	13
CC(=O)N1c2ccccc2NC2=C(C(=O)CCC2)C1c1cccnc1 (stereo unspecified)	1	-9	14	1	-14	-1	i	-10	6	0
CC(Cc1ccccc1)C(=O)N(C)Cc1ccccc1 (stereo unspecified)	-6	2	13	1	-2	-3	i	-14	2	10
Cc1[nH]c(=O)c(C#N)cc1-c1ccncc1	-3	-10	-6	4	4	-2	i	-1	-5	-3
COc1ccccc1N(CN1CCCC1=O)C(=O)c1ccccc1F	0	-28	0	-6	20	-9	i	-6	2	-1
Cc1ccc(-c2onc3ccc(C(=O)/C=C/N(C)C)cc23)cc1	-2	-13	8	2	-14	-14	i	-58	61*	-1
CCOc1ccc(C(=O)NC(=S)Nc2ccccc2N2CCCCC2)cc1[N+](=O)[O-]	4	11	13	1	0	-6	i	-16	-2	-3
CCCn1c2ccccc2c2cnn(CC(=O)NCCCN3CCCCC3CC)c(=O)c21 (stereo unspecified)	-10	1	.	-3	0	1	i	-12	-4	0
Cc1cc(C)nc(NC(=O)c2ccc(Cl)c([N+](=O)[O-])c2)n1	-1	19	33	-1	-53	-8	i	13	-2	-1
COc1ccc(NC(=O)c2cccnn2)cc1	15	-3	88	-3	-97	7	i	-37	2	-4
CCN(CC)C(=O)c1sc(NC(=O)c2cc(-c3ccc(C)s3)nc3ccccc23)c(C(=O)OC)c1C	3	4	27	1	-11	-9	i	-12	0	0
CCOC(=O)N1CCN(C(=O)CN(C2CCCCC2)S(=O)(=O)c2c(C)cc(C)cc2C)CC1	-4	18	21	0	-11	-3	i	12	-1	-1
Cc1nnc(SCc2nnc(-c3ccc(Cl)cc3)o2)n1-c1ccccc1	.	6	30	5	8	12	i	.	.	4
Cc1cccc(C)c1NC(=O)CCCSc1nnc(-c2ccc(Cl)cc2)n1-c1ccccc1	-1	20	28	2	31	26	i	4	-4	-1
O=C(O)c1cc(-c2ccco2)nc2cc3ccccc3cc12	-3	-2	22	0	8	-8	i	2	-1	-7
Remaining list, next part:
SMILES	IEC-6 cytotox	HSF-1 act	AI-2 QS mod	GSK3beta inhib	aSyn UTR inh	HSF1 inh	PolyA inh	KLF5 inh	HSP90 refold inh	GSK3 alpha inh
O=C(CN1C(=O)S/C(=C\c2ccccn2)C1=O)Nc1ccc(F)cc1	1	.	-6	-3	.	.	.	-13	-4	.
COC(=O)C1=C(C)OC(N)=C(C#N)C1c1cc(OC)ccc1OC (stereo unspecified)	-6	-7	3	0	11	-18	i	2	2	1
CC(C)(C)OC(=O)N1CCCN(C(=O)c2ccc(Cl)cc2)CC1	4	24	3	-2	4	-1	i	-52	-1	-1
COc1cc(C(=O)Oc2cc(C)cc(C)c2)cc(OC)c1OC	-2	-11	26	-1	7	1	i	-23	1	37
Cc1cc(C)cc(C(=O)NC(CC(N)=O)c2ccc(NC3CCCCC3)c([N+](=O)[O-])c2)c1 (stereo unspecified)	.	-15	14	-2	27	-1	i	.	.	-1
COC(=O)/C=C1\N/C(=N\c2nc(C)cc(C)n2)N(c2ccc(C)cc2)C1=O	-1	4	28	1	-44	-4	i	-8	3	0
Cc1ccc(CNC(=O)C(NS(=O)(=O)c2cccc3nsnc23)c2ccccc2)cc1 (stereo unspecified)	2	4	2	-1	-9	-2	i	4	-2	0
CC(=O)Nc1ccc(C(=O)OCC(=O)N(Cc2ccccc2)C(C)(C)C)cc1	-2	14	18	3	19	6	i	-32	-1	-2
O=C(c1ccc(Cl)cc1)N(Cc1ccc(Br)cc1)N1C(=O)CCC1=O	-4	-6	-9	-3	-5	1	i	0	2	-2
Cc1ccccc1NC(=O)COC(=O)c1cc[n+]([O-])cc1	.	-8	19	0	5	-7	i	.	.	-1
CC(C)C(=O)Nc1nnc(SCc2cccc(F)c2)s1	0	-29	7	7	-21	-19	i	-19	0	-1
Cc1ccc(NC(=O)c2cc(S(=O)(=O)Nc3ccc(C)cc3)cs2)cc1	1	-45	-79*	-2	-1	-24	i	-7	-2	-1
CCOc1nc(N2CCCCC2)nc(-n2cc(-c3ccccc3)nn2)n1	-3	2	15	0	-3	2	i	10	0	1
Cc1ccc(N(C(=O)Cc2c[nH]c3ccccc23)C(C(=O)NC2CCCCC2)c2ccco2)cc1 (stereo unspecified)	-6	15	28	-5	13	1	i	-8	0	-2
COc1ccc(CNC(=O)C2CCC(CNc3c(N4CCCCC4)c(=O)c3=O)CC2)cc1 (stereo unspecified)	-13	1	12	-1	14	0	i	-14	2	-2
O=C1c2ccccc2C(=O)N1CCN1CCOCC1	0	-7	23	2	-16	-3	i	-30	1	-2
Cc1cccc(CN2CCN(C(C)C(=O)NC(C)c3ccccc3)CC2)c1 (stereo unspecified)	-2	5	11	4	8	-7	i	-18	-3	-4
COC(=O)c1ccc(-c2sc3nc(N4CCOCC4)c4c(c3c2N)CCCC4)o1	0	-11	22	2	5	-1	i	-12	3	-1
CCCN1CCN(C(=S)Nc2ccc(S(N)(=O)=O)cc2)CC1	0	-1	30	1	11	-1	i	-4	-4	1
Cc1ccc2c(CC(=O)OCc3csc(C)n3)coc2c1	0	5	15	-1	-20	1	i	1	3	-2
Cc1cccn2c(=O)c3cc(C(=O)NC4CCS(=O)(=O)C4)n(Cc4ccccc4)c3nc12 (stereo unspecified)	-2	-4	18	-2	16	-1	i	-14	-4	-2
